A549 viability – counter-screen for Nrf2 inhibitors: cytotoxicity in A549 cells | A549 ARE-Fluc cells, CellTiter-Fluor viability, 18-24 h | Potency, µM (highest dose often 46 µM), for inactives: at the highest dose activity change, negative = cytotoxicity, actives largely listed as inhibitors | hit rate 0.16% among 390,000; note: % is set by controls: 0 for no effect and ±100 for the full control effect
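Cytotoxicity counterscreen: CellTiter-Fluor fluorescence was measured in A549 ARE_Fluc cells after 18-24 h of compound exposure in a concentration series. The subsequent BugLite luminescent read reports ARE-luciferase activity.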
MCF10A rereplic – inducers of DNA re-replication in MCF 10A breast cells. MCF 10A DNA re-replication, Hoechst nuclear intensity, 48 h. Potency, µM (highest dose often 46.1 µM), for the others: top-dose activity, positive = re-replication, most hits filed as activators. hit rate 2.9% among 350,000. AID 624296; note: % of control where 0% means no effect; nearly all actives have a fitted effect of over 50% in size
Nrf2 activator – Nrf2 pathway activation; AID 624171; hit rate 0.31% among 410,000; AREc32 ARE-luciferase reporter (MCF7-derived line), luminescence, 24 h; Potency, µM (titrated, usually from 46.1 µM), inactives show top-dose activation, actives largely listed as activators; note: % of control where 0% means no effect; nearly all actives have a fitted effect of over 65% in size
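AREc32_Fluc, 1000 cells/well, OPTI-MEM + 5% FBS, o/n 37 deg C 5% CO2; 23 nL cpd by pin tool, 24 hr; Steady-Glo 30 min RT, luminescence.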
Nrf2 block – Nrf2 pathway inhibition; A549 ARE-Fluc reporter, luciferase luminescence, 18-24 h; Potency, µM (titrated, usually from 46 µM), without a hit: at the top dose activity change, negative = inhibition, actives largely listed as inhibitors; hit rate 2.1% among 360,000; AID 504444; note: % is set by controls: 0 for no effect and ±100 for the full control effect; nearly all actives have a fitted effect of over 60% in size
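In this cell-based qHTS, ARE-driven firefly luciferase in A549 cells reports Nrf2 activity; the luminescent signal after BugLite lysis is the measured value, with a prior CellTiter-Fluor read for cell health.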
TGFb inhibitor – blocks TGF-b signaling; HepG2 CAGA-GFP TGF-b/SMAD3 reporter, GFP fluorescence, 18 h; TGF-beta stimulated, 500 pg/mL final; Potency, µM (doses to about 46.1 µM), inactives show at the highest dose activity, negative = inhibition, usual class: inhibitors; hit rate 1.2% among 410,000; note: % is set by controls: 0 for no effect and ±100 for the full control effect; nearly all actives have a fitted effect of over 65% in size
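GFP signal (ex488/em500-530) from TGF-beta-stimulated HEPG2 CAGA-GFP cells, 500 pg/mL final, 18 h at 37 degrees C in DMEM plus 1% FBS, normalized to unstimulated and DMSO-stimulated controls.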
EPAC2 antag – EPAC2 (human) antagonism; EPAC2 GEF exchange of Rap1B-BODIPY-GDP, fluorescence; Potency, µM (top dose mostly 114 µM), inactives show at the highest dose activity, negative = inhibition, hits mostly inhibitors; Q8WZA2; hit rate 0.18% among 360,000; AID 720708; note: % is set by controls: 0 for no effect and ±100 for the full control effect; nearly all actives have a fitted effect of over 45% in size; many of its hits are not listed in these tables
Target sequence (Q8WZA2 whole entry, looked up): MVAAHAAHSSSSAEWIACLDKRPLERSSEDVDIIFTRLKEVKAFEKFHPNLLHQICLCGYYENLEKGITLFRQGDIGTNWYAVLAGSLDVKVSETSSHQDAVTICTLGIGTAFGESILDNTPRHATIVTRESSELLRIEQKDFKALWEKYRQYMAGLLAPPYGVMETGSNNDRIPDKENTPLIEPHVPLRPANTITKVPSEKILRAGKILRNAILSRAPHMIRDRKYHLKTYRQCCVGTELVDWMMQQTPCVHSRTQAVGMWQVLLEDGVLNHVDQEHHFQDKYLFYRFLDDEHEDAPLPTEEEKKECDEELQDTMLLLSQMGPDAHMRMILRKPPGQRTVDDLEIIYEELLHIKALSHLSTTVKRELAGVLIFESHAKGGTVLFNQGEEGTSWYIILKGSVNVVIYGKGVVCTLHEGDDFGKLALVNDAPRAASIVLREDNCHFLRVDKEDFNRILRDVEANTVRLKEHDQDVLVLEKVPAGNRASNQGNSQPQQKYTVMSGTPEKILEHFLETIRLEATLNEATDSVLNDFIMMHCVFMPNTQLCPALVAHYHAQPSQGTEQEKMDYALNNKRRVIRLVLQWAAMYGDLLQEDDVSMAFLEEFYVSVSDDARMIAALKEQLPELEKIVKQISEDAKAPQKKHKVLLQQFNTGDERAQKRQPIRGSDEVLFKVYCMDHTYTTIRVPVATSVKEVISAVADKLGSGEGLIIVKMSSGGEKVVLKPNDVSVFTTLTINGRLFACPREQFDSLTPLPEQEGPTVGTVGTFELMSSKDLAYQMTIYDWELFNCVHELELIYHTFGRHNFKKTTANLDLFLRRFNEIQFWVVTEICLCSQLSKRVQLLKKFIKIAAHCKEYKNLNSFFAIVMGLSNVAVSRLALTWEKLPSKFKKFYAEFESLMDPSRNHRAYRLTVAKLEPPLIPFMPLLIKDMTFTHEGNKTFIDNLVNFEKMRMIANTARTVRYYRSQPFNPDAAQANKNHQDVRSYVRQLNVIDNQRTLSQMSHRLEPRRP
ATXN viability – reduces viability in counter-screen for ATXN expression inhibitors; hit rate 0.49% among 400,000; S2 cells (HEK-293 line with an ATXN2-luciferase reporter) viability, CellTiter-Fluor protease fluorescence, 24 h; Potency, µM (titrated, usually from 56.7 µM), hits mostly cytotoxic; note: nearly all actives have a fitted effect of over 40% in size
ATXN2 expr inh – reduces ATXN2 reporter expression in HEK-293 cells. HEK-293 ATXN2-luciferase reporter, luminescence, 24 h. Potency, µM (highest dose often 57 µM), for inactives: top-dose activity change, negative = inhibition, hits mostly inhibitors. hit rate 0.72% among 360,000. AID 1745845; note: % is set by controls: 0 for no effect and ±100 for the full control effect; nearly all actives have a fitted effect of over 55% in size
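ATXN2-luciferase reporter cells (luciferase flanked by upstream and downstream ATXN2 gene portions) were treated 24 h at 37 °C with compounds at up to 57 uM. SteadyGlo luminescence gave expression; GF-AFC fluorescence gave viability.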
HepG2 viability – counter-screen for TGF-b inhibitors: cytotoxicity in HepG2 cells. Potency, µM (series often up to 46.1 µM), for the others: at the highest dose activity change, negative = cytotoxicity, usual class: cytotoxic. HepG2 CAGA-GFP viability, ATP luminescence, 18 h. hit rate 0.76% among 410,000; note: some results filed as inactive show a strong effect at the top dose
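CellTiter-Glo luminescence gave cytotoxicity after 18 hours at 37 degrees C. The cells were HepG2 CAGA-GFP in 1% FBS DMEM, stimulated with 500 pg/mL TGF-beta after compound addition. %Activity was normalised to no-cell wells (complete cell-killing) and DMSO (no toxicity), and curves were fitted and classified.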
Numbers without * were called inactive; i = inactive; ? = inconclusive; . = no result given; & = joins results of further samples; [ ] = another dose, or the depositor's remark. Calls come from the whole dose curve; as a rule, active = well fitted curve in the direction sought with a large enough effect; inconclusive = small, poorly fitted or top-dose-only effect, or another doubt; inactive = no such curve, though single readings can be large; an effect the other way counts as inactive or inconclusive. Potency is the fitted concentration of half-maximal effect. Some of the compounds tested (hit frequency here may not be typical).

structure	A549 viability	MCF10A rereplic	Nrf2 activator	Nrf2 block	TGFb inhibitor	EPAC2 antag	ATXN viability	ATXN2 expr inh	HepG2 viability
COc1ccc(NC(=O)CC(C)n2nc(C)cc2C)cc1Cl (configuration not stated)	-3%	.	0.0%	23%	2%	.	i	5%	-22%
Cc1nc2ccc(Cl)cc2n1C	.	.	-1.5%	.	5%	13%	i	.	5%
Cc1cc(C)c(C(=O)N2CCCC(Nc3ccc(F)cc3)C2)o1 (configuration not stated)	4%	1%	-0.6%	-16%	-9%	-6%	i	10%	-1%
CN(Cc1ccccc1)c1ccc(C(CC(N)=O)NC(=O)c2ccc(Br)cc2)cc1[N+](=O)[O-] (configuration not stated)	?	-14%	0.5%	?	?	-16%	?	?	-23%
Nc1c(-c2ccccc2)n[nH]c1-c1ccccc1	3%	?	14%	?	0%	0%	i	39%[activator]	-13%
COc1ccc(OC)c(-c2cc(C(F)(F)F)c3c(n2)sc2c(O)cc(=O)[nH]c23)c1	-5%	-1%	0.8%	0%	0%	9%	i	-4%	3%
CN1CCN(c2ncnc3c2ncn3[C@H]2CN(Cc3ccc4c(c3)OCO4)C[C@@H](CO)O2)CC1	.	.	0.4%[9.22 µM]	.	-2%	-7%	i	0%	-9%
Cc1ccccc1Nc1nnc(SCC(=O)c2c(N)n(C3CC3)c(=O)[nH]c2=O)s1	-3%	11%	0.0%	6%	?	10%	i	2%	-14%
CC(=O)C[C@H](O)CC(=O)[C@H]1OC(=O)[C@H](C)CCCCc2ccccc21	8%	-1%	2.4%	30%	-15%	-1%	i	1%	1%
COCC(=O)Nc1ccccc1-c1ccccc1	-1%	3%	4.9%	-10%	-2%	-15%	?	2%[11.3 µM]	-18%
COc1ccc(CNC(=O)CCC(=O)N2CCN(S(=O)(=O)c3ccc(Cl)cc3)CC2)cc1	-2%	5%	-0.4%	-13%	-18%	2%	i	.	12%
COc1ccc(CCNS(=O)(=O)c2ccc3c(c2)CCN3C(=O)CCC(=O)O)cc1OC	-4%	-5%	-0.8%	5%	12%	5%	i	3%	2%
OC(COCc1ccccc1)CN1CCN(c2ccccc2F)CC1 (configuration not stated)	-6%	4%	0.3%	1%	0%	2%	.	.	-3%
CC(OC(=O)CCN=C1NS(=O)(=O)c2ccccc21)C(=O)Nc1ccc(N(C)C)cc1 (configuration not stated)	1%	-4%	1.6%	-2%	?	-5%	i	11%	-57%
CN(Cc1ccccc1)S(=O)(=O)c1cccc2nsnc12	-3%	?	0.2%	-8%	-2%	-7%	i	-16%	-2%
COC(=O)[C@]1(C)CCC[C@@]2(C)C3CC[C@@]4(C)C[C@]3(CC[C@H]12)C[C@H]4O (some centres not stated)	0%	?	-0.4%	0%	?	-20%	i	.	-44%
COc1ccc(CNC(=O)c2ccc3c(c2)N(Cc2ccccc2C)C(=O)c2ccccc2S3=O)cc1 (configuration not stated)	6%	.	-0.5%	.	24%	.	.	.	-1%
Cc1ccccc1C(=O)N1CCC(C(=O)Nc2nc3ccc(F)cc3s2)CC1	-6%	12%	3.7%	-12%	-18%	-10%	i	-26%	-39%
CC1CC(C)(C)CC2(C1)NC(=O)N(CC(=O)NCc1ccccc1F)C2=O (configuration not stated)	-1%	0%	-0.4%	2%	10%	2%	i	7%	5%
C#CCN(C(=O)c1ccc(OC2CCN(Cc3ccccn3)CC2)cc1)C1CCCCC1	-16%	9%	0.0%	-14%	-16%	-11%	i	-11%	-5%
CC(C)c1nc(SCC(=O)Nc2c[nH]c(=O)[nH]c2=O)c2cnn(-c3ccccc3)c2n1	0%	12%	4.4%	-10%	11%	-8%	i	-14%	4%
CCN(CC(=O)Nc1c(F)cccc1F)C(=O)CN1C(=O)c2ccccc2C1=O	-4%	1%	-0.5%	-8%	5%	-1%	i	-4%	0%
COc1cccc(NC(=O)c2ccccc2SC)c1	4%	-4%	-0.2%	-3%	-2%	-2%	?	3%	-1%
O=C(CN1C(=O)COc2ccc(S(=O)(=O)N3CCCCCC3)cc21)N1CCN(c2ccc(F)cc2)CC1	-8%	.	-0.4%	-10%	?	.	?	-24%	-3%
CCS(=O)(=O)N1CCC(C(=O)NCC2CCCO2)CC1 (configuration not stated)	1%	0%	0.0%	10%	0%	-1%	i	7%	-9%
O=C(CSc1nnc(SCc2cccc3ccccc23)s1)N/N=C/C=C/c1ccccc1[N+](=O)[O-]	6%	11%	-0.2%	11%	-1%	-25%	i	32%	-15%
CC(=O)Nc1ccc(S(=O)(=O)N(C)CC(=O)OCC(=O)NCc2ccco2)cc1	-3%	-1%	0.3%	-4%	-3%	11%	i	-7%	-3%
COc1ccc(NC(=O)c2ccc(Oc3ncccn3)cc2)cc1	-12%	?	-0.3%	?	5%	-3%	i	0%	-6%
COc1ccc(N(CC(=O)Nc2ccccc2C(=O)NCc2ccco2)S(C)(=O)=O)cc1	0%	-6%	1.3%	5%	-8%	10%	i	5%	4%
CCCCC(CC)C1OCC(C[N+]2(C)CCOCC2)O1 (configuration not stated)	-4%	11%	-0.9%	2%	7%	-2%	i	25%	3%

Next part:
structure	A549 viability	MCF10A rereplic	Nrf2 activator	Nrf2 block	TGFb inhibitor	EPAC2 antag	ATXN viability	ATXN2 expr inh	HepG2 viability
COc1cc(NC(=O)CN2C(=O)CN(C)C(=O)c3ccccc32)cc(OC)c1OC	2%	.	-0.7%	.	5%	.	i	3%	-1%
Cc1cc(N(C)C)c(C#N)c(N2CCOCC2)n1	0%	1%	0.1%	.	2%	-1%	i	?	2%
CCN1CCN(Cc2ccccc2NC(=O)Nc2ccc(C)cc2)CC1	2%	4%	0.3%	?	-5%	3%	i	28%	-7%
CCN(Cc1ccncc1)Cc1cn[nH]c1-c1cc(OC)c(OC)c(OC)c1	4%	-21%	0.3%	-2%	0%	9%	i	4%	-14%
CC(C)C1CC(CCN2CCCCC2)(c2ccccc2)CCO1 (configuration not stated)	3%	4%	0.7%	10%	27%	5%	i	.	-13%
Cc1cc(NC(=O)CSc2nccn2C)n(-c2ccccc2)n1	-1%	0%	0.0%	2%	0%	14%	i	-12%	-2%
CCN1C(=O)[C@H]2[C@@H](c3ccc(OC)cc3)N[C@]3(CCCN(CCC(C)C)C3=O)[C@H]2C1=O	.	.	-0.5%	.	8%	7%	i	-4%	2%
CCOc1ccccc1NCc1nnc2n1CCCCC2	13%	.	0.0%	.	25%	.	i	8%	5%
Cn1c[n+](C)cc1-c1ccc(/C(N)=N/O)cc1	9%	0%	-1.6%	-4%	16%	3%	i	-18%	18%
CCN(Cc1ccccc1)C(=O)c1cc2c(=O)oc3ccc(C)cc3c2s1	-5%&1%	33%	3.4%&-0.5%	7%&3%	-23%&7%	-8%	i	8%&-24%	-17%&0%
CCCCc1cc(=O)oc2cc(C)cc(OCC(=O)NCC3CCC(C(=O)O)CC3)c12 (configuration not stated)	5%	-1%	-1.2%	-15%	14%	-3%	i	-12%	-3%
CCOc1ccsc1C(=O)O	5%	?	8.0%	?	-9%	15%	i	?	11%
CC1(C(=O)NS(=O)(=O)c2cccc(F)c2)CCN1C(=O)C/C=C/c1ccccc1 (configuration not stated)	.	.	0.1%[9.22 µM]	.	5%	-2%	i	-4%	2%
CCCS(=O)(=O)N1CCCC(C(=O)NCCCN(Cc2ccccc2)C(C)C)C1 (configuration not stated)	3%	-4%	-0.9%	?	0%	7%	i	-13%	4%

Single entries from above.
CCN1CCN(Cc2ccccc2NC(=O)Nc2ccc(C)cc2)CC1 – EPAC2 antag: 3%
Cc1cc(N(C)C)c(C#N)c(N2CCOCC2)n1 – A549 viability: 0%

Given with two lines to a compound: entries from further up.
Results follow in this order: A549 viability, MCF10A rereplic, Nrf2 activator, Nrf2 block, TGFb inhibitor, EPAC2 antag, ATXN viability, ATXN2 expr inh, HepG2 viability
- Cc1cc(N(C)C)c(C#N)c(N2CCOCC2)n1
    0%, 1%, 0.1%, ., 2%, -1%, i, ?, 2%
- CCN1CCN(Cc2ccccc2NC(=O)Nc2ccc(C)cc2)CC1
    2%, 4%, 0.3%, ?, -5%, 3%, i, 28%, -7%
- CCN(Cc1ccncc1)Cc1cn[nH]c1-c1cc(OC)c(OC)c(OC)c1
    4%, -21%, 0.3%, -2%, 0%, 9%, i, 4%, -14%
- CC(C)C1CC(CCN2CCCCC2)(c2ccccc2)CCO1 (configuration not stated)
    3%, 4%, 0.7%, 10%, 27%, 5%, i, ., -13%
- Cc1cc(NC(=O)CSc2nccn2C)n(-c2ccccc2)n1
    -1%, 0%, 0.0%, 2%, 0%, 14%, i, -12%, -2%
- CCN1C(=O)[C@H]2[C@@H](c3ccc(OC)cc3)N[C@]3(CCCN(CCC(C)C)C3=O)[C@H]2C1=O
    ., ., -0.5%, ., 8%, 7%, i, -4%, 2%
- CCOc1ccccc1NCc1nnc2n1CCCCC2
    13%, ., 0.0%, ., 25%, ., i, 8%, 5%
- Cn1c[n+](C)cc1-c1ccc(/C(N)=N/O)cc1
    9%, 0%, -1.6%, -4%, 16%, 3%, i, -18%, 18%
- CCN(Cc1ccccc1)C(=O)c1cc2c(=O)oc3ccc(C)cc3c2s1
    -5%&1%, 33%, 3.4%&-0.5%, 7%&3%, -23%&7%, -8%, i, 8%&-24%, -17%&0%
- CCCCc1cc(=O)oc2cc(C)cc(OCC(=O)NCC3CCC(C(=O)O)CC3)c12 (configuration not stated)
    5%, -1%, -1.2%, -15%, 14%, -3%, i, -12%, -3%
- CCOc1ccsc1C(=O)O
    5%, ?, 8.0%, ?, -9%, 15%, i, ?, 11%
- CC1(C(=O)NS(=O)(=O)c2cccc(F)c2)CCN1C(=O)C/C=C/c1ccccc1 (configuration not stated)
    ., ., 0.1%[9.22 µM], ., 5%, -2%, i, -4%, 2%
